BoNT A protease: inhibitors of Botulinum neurotoxin A light chain protease | inhibition, % at 10 µM | 360,000 compounds, 0.17% hits | multiplex microsphere protease substrate cleavage, flow cytometry; note: plate controls were buffer without enzyme for full effect and enzyme alone for no effect
PfHsp40 rescue: rescue of PfHsp40-mediated yeast toxicity; S. cerevisiae expressing PfHsp40, growth rescue, ATP luminescence; 340,000 compounds, 0.68% hits; growth rescue, % at 12.5 µM; in the data active = growth rescue above about 28%, passing the limit was not always enough; inconclusive = no clear call, values can overlap the other calls;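 note: yeast W303a lacking pdr1 and pdr3 grown in galactose medium; growth measured after three days at 30 °C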
TcdB inh: blocks C. difficile toxin B glycohydrolase activity; 350,000 compounds, 0.24% hits; inhibition, % at 9.99 µM; P18177; TcdB glycohydrolase enzymatic assay, plate reader; in the data active = inhibition above about 10%
Y pestis TopoI: Y. pestis Topo-I inhibition via cleavage products | 360,000 compounds, 0.064% hits | AID 504884 | activity, % at 10 µM | Y. pestis Topo-I cleavage product accumulation, plate reader; in the data active = activity above about 50%, passing the limit was not always enough; inconclusive = no clear call, values can overlap the other calls; note: inactives centre near 2
FadD28 FP inh: blocks FadD28 binding to the bisubstrate probe; fluorescence polarization; inhibition, % at 12.5 µM; 360,000 compounds, 0.22% hits; in the data active = inhibition above about 8.5%, passing the limit was not always enough; inconclusive = no clear call, values can overlap the other calls
Anthrax LF prot: anthrax lethal factor protease inhibition. P15917. multiplex microsphere protease cleavage assay, LF. inhibition, % at 10 µM. 360,000 compounds, 0.12% hits; note: plate controls were buffer without enzyme for full effect and enzyme alone for no effect
BoNT-F LC inh: blocks Botulinum neurotoxin F light chain protease; inhibition, % at 10 µM; 360,000 compounds, 0.22% hits; Multiplex microsphere protease cleavage assay, flow cytometry; in the data active = inhibition above about 35%, passing the limit was not always enough; inconclusive = no clear call, values can overlap the other calls; note: plate controls were buffer without enzyme for full effect and enzyme alone for no effect
CCHFV vOTU inh: blocks the CCHF virus ovarian tumor domain protease. CCHFV vOTU protease, Pep-AMC fluorescence. inhibition, % at 11.5 µM. AID 651958. 370,000 compounds, 0.55% hits; in the data active = inhibition above about 30%; note: 0% = vehicle wells with enzyme and 100% = no enzyme wells
PrPC surface inh: reduces human prion protein on the cell surface | P04156 | cell surface PrPC, TR-FRET read-out | inhibition, % at 13.8 µM | 370,000 compounds, 0.43% hits; in the data active = inhibition above about 24%; note: 0% = median of the test wells and 100% = reference compound wells
* hit, by the source's call; ? = inconclusive; . = no result given. Cut-off read from the data, not from the text of the source, unless noted: active = inhibition above about 30%; inconclusive = no clear call, values can overlap the other calls; inactive = below that.

Start of the data: the first 2 entries (preview)
SMILES	BoNT A protease	PfHsp40 rescue	TcdB inh	Y pestis TopoI	FadD28 FP inh	Anthrax LF prot	BoNT-F LC inh	CCHFV vOTU inh	PrPC surface inh
CC(C)(C)c1csc(CS(=O)(=O)c2ccccn2)n1	?	-1.6	1.4	-1	-1.3	0	?	8	-1
CCOc1ccccc1NC(=O)C1CCCCN1S(=O)(=O)c1ccc(F)cc1 (stereo not given)	-1.0	-0.5	1.9	-4	-3.4	-1	-4	10	4

All compounds of this part, previewed entries included:
SMILES	BoNT A protease	PfHsp40 rescue	TcdB inh	Y pestis TopoI	FadD28 FP inh	Anthrax LF prot	BoNT-F LC inh	CCHFV vOTU inh	PrPC surface inh
CC(C)(C)c1csc(CS(=O)(=O)c2ccccn2)n1	?	-1.6	1.4	-1	-1.3	0	?	8	-1
CCOc1ccccc1NC(=O)C1CCCCN1S(=O)(=O)c1ccc(F)cc1 (stereo not given)	-1.0	-0.5	1.9	-4	-3.4	-1	-4	10	4
Oc1cccc(C(=S)N2CCCCC2)c1	-1.4	-0.6	0.6	7	-0.9	1	-6	-11	4
Cc1noc(C)c1COc1ccccc1C(=O)N(C)CC(=O)Nc1ccc(F)cc1	-3.5	-0.7	4.7	1	0.2	-2	-6	9	-10
O=C(NCCCNc1ccnc2cc(Cl)ccc12)c1ccccc1F	-2.3	1.2	0.8	5	-3.8	-7	24	-8	-6
COc1ccccc1-c1nc2cc3ccccc3cc2nc1-c1ccccc1OC	28	0.4	.	15	-5.3	11	8	-8	-1
N#C/C(=C\c1ccc([N+](=O)[O-])cc1)c1nc(C2CC2)cs1	21	2.3	.	-3	0.0	7	-2	-8	1
Cc1c(C(=O)Nc2nonc2-c2ccc(F)cc2)oc2ccc(F)cc12	1.4	-1.7	1.4	1	-2.1	-2	0	23	5
CCCc1nc2c(c(=O)c3ccccc3n2C)c(=O)n1-c1ccc(F)cc1	-1.2	-1.0	.	11	-1.2	0	-14	-3	9
Cc1ccc2c(c1)NC(=O)CC(c1ccccc1)=N2	0.2	-1.1	.	0	-4.7	-2	-1	8	-1
Cc1ccn2c(=O)nc(SCC(=O)NC3CCCCC3)nc2c1	-2.9	2.0	3.6	-4	-1.1	-4	-7	1	4
Cc1ccc(-c2ccc(SCC(=O)Nc3nonc3C)nn2)cc1	0.0	-1.0	.	4	-1.2	1	0	8	10
CC1(C)Cc2ccccc2C(=NCCCC(=O)O)N1	0.5	-0.6	.	8	?	2	-1	2	2
CN(CC(=O)Nc1ccccc1Cl)C(=O)COC(=O)c1ccc(Cl)cc1[N+](=O)[O-]	-0.3	0.0	1.4	5	-3.3	-2	-1	4	-7
CCN(CC)S(=O)(=O)c1ccc(N2CCCC2)c(NC(=O)c2nn(C)c(=O)c3ccccc23)c1	4.3	1.3	1.2	19	0.4	0	-12	11	3
CCOc1ccc(C(=O)NCC(=O)NCC(c2ccco2)N2CCCCC2)cc1OCC (stereo not given)	1.3	-0.8	5.4	5	-3.0	1	-2	22	2
CSc1ccc(C(O)c2ncc(-c3ccccc3F)[nH]2)cc1 (stereo not given)	0.0	.	0.6	0	-3.3	-4	1	-8	-3
O=C(NC1CCCCC1)c1ccc(CN2CCOCC2)cc1	0.0	0.5	.	1	0.0	3	8	-1	-5
COC(=O)CC(NC(=O)c1ccc(C)cc1)c1ccc2c(c1)OCO2 (stereo not given)	-0.2	2.9	.	7	0.4	0	-1	1	-1
CCc1nn2c(=O)c(F)c(N3CCNCC3)nc2s1	0.5	.	1.4	-3	-1.6	7	8	16	4
CCSc1nc(C(F)(F)F)cc(=O)n1-c1ccccc1	?	-0.2	.	-3	-2.8	1	0	9	-3
Cc1n[nH]c(C)c1S(=O)(=O)N1CCCC(C(=O)NC2CCCc3ccccc32)C1 (stereo not given)	-0.3	0.7	-7.1	4	-2.0	0	-5	1	15
O=C(O)COc1ccccc1/C=N/NC(=O)CSc1nc2ccccc2n1Cc1ccccc1	-0.6	1.7	1.0	16	-6.1	0	-2	5	-12
CC(C)CCN(C(=O)C1CSC2(C)CCC(=O)N12)c1c(N)n(Cc2ccccc2)c(=O)[nH]c1=O (stereo not given)	1.4	1.4	-0.2	-3	-0.5	0	3	11	-2
O=C(C1CC1)N1CCc2cc(S(=O)(=O)NCC3COc4ccccc4O3)ccc21 (stereo not given)	-1.0	1.9	.	0	-3.1	4	-24	4	1
Cc1c(Nc2ccc3nonc3c2[N+](=O)[O-])c(=O)n(-c2ccccc2)n1C	0.2	-0.6	0.4	7	-0.6	2	-5	1	-43
Cc1cccc(NC(=O)NC2CCCCCCC2)c1	0.1	-1.5	0.9	8	5.8	9	1	3	4
CC(NC(=O)Cn1c(=O)[nH]c2ccsc2c1=O)C12CC3CC(CC(C3)C1)C2 (stereo not given)	-1.6	-1.8	.	-5	-1.3	-4	14	-10	8
CCC(C)(C)n1nnnc1C(C(C)C)N1CCN(C(=O)c2ccco2)CC1 (stereo not given)	-0.3	0.1	0.9	-3	-4.4	-2	1	3	-2
CCN(C[C@H]1N[C@@](C)(C(=O)OC)[C@H]2C(=O)N(Cc3ccccc3)C(=O)[C@@H]12)C(=O)c1ccc(F)cc1	-0.2	1.7	1.6	2	-2.0	-8	-6	-1	0

Looked up above:
Result of O=C(C1CC1)N1CCc2cc(S(=O)(=O)NCC3COc4ccccc4O3)ccc21 (stereo not given) in CCHFV vOTU inh: 4
Result of CCN(CC)S(=O)(=O)c1ccc(N2CCCC2)c(NC(=O)c2nn(C)c(=O)c3ccccc23)c1 in Anthrax LF prot: 0
Result of Cc1c(C(=O)Nc2nonc2-c2ccc(F)cc2)oc2ccc(F)cc12 in Y pestis TopoI: 1
Result of Cc1ccn2c(=O)nc(SCC(=O)NC3CCCCC3)nc2c1 in TcdB inh: 3.6

Next section
SMILES	BoNT A protease	PfHsp40 rescue	TcdB inh	Y pestis TopoI	FadD28 FP inh	Anthrax LF prot	BoNT-F LC inh	CCHFV vOTU inh	PrPC surface inh
Cc1c(NC(=O)c2ccccc2NC(=O)COc2ccccc2)cccc1C(=O)O	-0.6	0.0	-0.8	-9	-2.8	-2	1	8	6
Cc1ccc(-c2noc(CCC(=O)Nc3ccc(C)cn3)n2)cc1	0.0	0.5	.	1	1.4	-3	-8	13	6
COC(=O)c1ccccc1NC(=O)C1CCN(S(=O)(=O)c2cc(C)ccc2OC)CC1	-0.2	1.8	.	-2	-3.2	-1	-7	10	12
CCOc1ccc(NC(=O)COc2ccc(C(=O)NCc3cccnc3)cc2OC)cc1	0.6	-0.2	0.5	-3	0.6	7	-3	-16	7
CC(=O)Oc1ccccc1/C=C/c1ccc2ccccc2[n+]1C	-3.5	1.2	0.9	4	0.5	6	-22	-11	-30
Cc1ccc(/C=C2\SC(=S)N(CCC(=O)NNS(=O)(=O)c3ccc(C)cc3)C2=O)cc1	0.4	-0.3	-0.4	15	-0.4	2	-1	-8	-1
COc1ccc(-n2cc(-c3ccc(OC)c(OC)c3)[nH]c2=S)cc1	0.0	-0.7	1.3	6	0.3	-8	3	-13	2
Cc1nc(SC2CC(=O)N(c3ccccc3)C2=O)nc2c1CCCC2 (stereo not given)	-0.1	-1.0	.	12	-1.7	-5	-12	-1	3
COc1cccc(N=Cc2nc(-c3ccccc3)oc2OC(C)=O)c1	1.7	-0.3	-1.9	-1	-2.2	-2	?	4	-6
COc1c(F)c(F)c(C(=O)O)c(Nc2cc(C)cc(C)c2)c1F	-0.2	0.6	2.8	-11	-1.8	-8	5	4	-4
Cc1ccccc1NC(=O)COC(=O)c1ccc(S(C)(=O)=O)c([N+](=O)[O-])c1	0.6	0.5	0.3	-6	-1.5	1	-3	-7	-19
Cc1nc(C)c(-c2ccc(SCC(=O)Nc3ccc(F)cc3F)nn2)s1	3.1	1.7	1.0	-4	-2.4	-1	-5	8	8
CC(=O)N1CCc2cc(S(=O)(=O)NC(CC(C)C)C(=O)Nc3cc(C(=O)O)ccc3C)ccc21 (stereo not given)	-0.6	-0.5	.	4	-0.5	-5	6	-9	3
COc1cc(/C=C2\SC(N)=NC2=O)ccc1O	-2.0	1.8	-11	-7	-0.2	-13	-12	-5	-29
COc1ccc(CSc2nnnn2-c2ccccc2)cc1	-0.7	-0.4	.	25	-2.3	0	-3	-1	9
C=CCn1c(CSc2nc3ccccc3s2)nnc1SCC(=O)NCc1ccco1	-0.1	2.5	.	17	-2.0	-1	-3	-4	-4
S=C(NC1CCCCC1)N1CCN(c2ncccn2)CC1	0.3	-0.5	1.6	4	-1.7	-7	1	6	5
CCc1ccccc1NC(=O)NNC(=O)CCc1ccc(OC)cc1	-1.2	-0.8	-1.5	7	-4.5	0	0	-2	8
NS(=O)(=O)c1ccc(-c2ccc(C=C3C(=O)c4ccccc4C3=O)o2)cc1	5.6	-1.5	0.9	-9	1.7	6	-1	3	-9
O=S(=O)(c1ccc(Cl)cc1)N1CCC(c2nc3ccccc3[nH]2)CC1	2.1	-1.0	1.0	-4	-0.4	-3	11	2	-5
CC1(C)C(=O)Nc2ccccc2N1C(=O)CN1C(=O)NC(CCc2ccccc2)C1=O (stereo not given)	1.0	-1.1	0.7	7	2.4	0	-4	9	-2
COc1ccccc1C(=O)NC(=O)COC(=O)C1(C)CC1(Cl)Cl (stereo not given)	0.2	0.2	2.1	5	0.1	6	-3	2	-3
Oc1ccc(C2C=C(c3ccc(F)cc3)Nc3ncnn32)cc1 (stereo not given)	0.2	-0.3	2.7	-11	-2.0	-1	-4	3	-4
C=CCNC(=O)NC(=S)c1ccccc1	0.2	0.4	.	7	0.3	-3	7	-11	3
CC(C)CN(C(=O)COc1ccccc1C(=O)NCc1ccccc1)C1CCS(=O)(=O)C1 (stereo not given)	-0.2	.	0.5	-4	-3.0	-7	-6	3	-4
CCOC(=O)c1ccc(NC(=O)c2cc(OC)c(OC)c(OC)c2Br)cc1	0.1	0.4	0.8	3	3.8	0	1	-13	-4
Cn1ccc2c(-c3cccc4ccccc34)cc3c(c21)C1CCC3C1 (stereo not given)	0.0	.	0.0	.	-0.6	-13	3	-3	-4
COC(=O)C1=NN(c2ccc(Cl)cc2)C2C(=O)N(c3ccccc3OC)C(=O)C12 (stereo not given)	0.2	0.3	0.3	16	-3.7	-1	-1	-28	-3
Cc1cc(C)cc(N(CC(=O)NC2CCCC2)C(=O)c2csnn2)c1	0.6	-3.0	-2.4	6	-1.8	4	6	0	-2
O=C(CN(CCc1ccccc1)S(=O)(=O)c1ccc(Cl)cc1)N/N=C/c1ccc2c(c1)OCO2	0.4	-0.1	.	1	2.5	6	1	4	-2
COc1cc(O)c(C(CCN2CCCC(C)C2)c2ccc(N(C)C)cc2)c(OC)c1 (stereo not given)	-0.7	0.6	-21	1	-3.1	-1	4	11	-2
O=C(CSc1nc2ccccc2[nH]1)N=Nc1c(O)[nH]c2ccccc12	-0.5	1.2	.	-8	-3.7	-4	-12	-2	-19
Cc1c(C=O)c2ccccc2n1Cc1ccc(F)cc1	0.7	-1.2	2.1	-3	-1.2	-6	-2	1	2
CCCCn1c(=O)c(C(=O)NC(C)c2ccccc2)c(O)c2ccccc21 (stereo not given)	-6.2	-0.3	0.6	5	2.8	-8	-1	-2	1
Cc1ccc(N(C(=O)c2cc3ccccc3oc2=O)C2C=CS(=O)(=O)C2)cc1 (stereo not given)	-0.1	-1.9	0.7	-10	-1.8	0	3	3	-2
FC(F)(F)c1cc(Cl)c2nc(-c3ccccc3)c(Cc3cccc(Cl)c3)n2c1	0.3	.	1.3	.	.	2	-4	31*	12
CC(=O)Oc1ccc(C(=O)Nc2nnc(C)s2)cc1	0.3	-0.6	.	-2	-2.2	-3	-1	3	4
COc1ccc(CNC(=O)CN(Cc2ccccc2)C(=O)CCC(=O)Nc2nccs2)cc1	0.3	0.0	1.9	5	-3.3	-1	-2	5	2
CC(=O)N1CCC2(CC1)CC(=O)c1cc(OCC(=O)N3CCOCC3)ccc1O2	0.1	-1.3	1.3	-5	-0.6	4	0	-127	1
CC(=O)c1cccc(OCC(O)CN2CC=C(c3ccccc3)CC2)c1 (stereo not given)	?	1.0	.	7	-2.9	3	5	-4	-12
CN(C(=O)c1ccno1)c1nnc(-c2cnccn2)s1	0.0	-0.6	.	1	-3.9	0	?	12	-8
